Screens deposited in PubChem BioAssay by several laboratories.
NR5A2 inv ag – suppresses constitutive activity of human LRH-1; O00482; HEK293T StAR-luciferase reporter, LRH-1 transfected, 24 h; inhibition, % at 3.6 µM; 360,000 compounds, 0.13% hits; AID 602396;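 active means inhibition above the mean inhibition of all tested compounds plus 3 SD, cut at about 73% in these data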;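 further: 0% = DMSO wells and 100% = reporter-only cells lacking LRH-1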
NOD2-RIPK2 inh – inhibitors of human NOD2-RIPK2 interaction. CHO BLA complementation NOD2-RIPK2, CCF4 ratio. inhibition, % at 4.98 µM. 360,000 compounds, 0.38% hits; in the data active means inhibition above about 21%;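 further: 0% = vehicle only and 100% = reference blocker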
ABHD5 PLIN5 PPI – blocks binding of human ABHD5 to perilipin-5 | Q00G26+Q8WTS1 | Split G. princeps luciferase complementation, luminescence, 4 h | inhibition, % at 4 µM | 360,000 compounds, 0.78% hits | AID 602281;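 active means inhibition above the mean inhibition across every tested compound plus 3 SD, cut at about 22% in these data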;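 further: 0% = DMSO only wells and the 100% control is not disclosed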
Target sequence (Q00G26 whole entry, looked up): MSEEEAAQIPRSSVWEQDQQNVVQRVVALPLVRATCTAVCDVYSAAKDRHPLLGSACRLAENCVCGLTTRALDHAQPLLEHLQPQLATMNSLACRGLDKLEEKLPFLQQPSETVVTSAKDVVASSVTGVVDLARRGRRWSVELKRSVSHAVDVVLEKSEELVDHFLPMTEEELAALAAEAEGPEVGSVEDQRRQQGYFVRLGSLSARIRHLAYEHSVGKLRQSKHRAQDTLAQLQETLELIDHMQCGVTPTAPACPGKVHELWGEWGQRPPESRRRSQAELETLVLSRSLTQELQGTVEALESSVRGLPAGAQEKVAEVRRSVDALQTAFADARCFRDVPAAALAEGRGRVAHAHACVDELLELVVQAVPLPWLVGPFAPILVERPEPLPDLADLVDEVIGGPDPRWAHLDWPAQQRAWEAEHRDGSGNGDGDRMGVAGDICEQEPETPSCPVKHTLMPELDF
Target sequence (Q8WTS1 whole entry, looked up): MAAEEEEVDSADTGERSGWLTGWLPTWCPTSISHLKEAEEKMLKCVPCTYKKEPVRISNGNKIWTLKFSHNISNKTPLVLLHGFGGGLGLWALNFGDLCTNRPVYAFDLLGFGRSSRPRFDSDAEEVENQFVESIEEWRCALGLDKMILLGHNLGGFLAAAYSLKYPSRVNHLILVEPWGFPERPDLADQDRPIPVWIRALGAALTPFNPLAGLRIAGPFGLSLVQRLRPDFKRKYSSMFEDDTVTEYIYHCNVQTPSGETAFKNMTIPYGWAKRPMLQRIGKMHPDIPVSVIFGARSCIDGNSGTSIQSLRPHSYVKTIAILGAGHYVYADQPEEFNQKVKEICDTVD
TLR9-MyD88 block – inhibitors of human TLR9-MyD88 binding. Q9NR96+Q99836. CHO BLA complementation TLR9-MyD88, CCF4 FRET ratio. inhibition, % at 4.98 µM. 340,000 compounds, 0.21% hits. AID 504734;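 active means inhibition above the mean over all tested compounds plus 3 SD, cut at about 21% in these data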;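 further: 0% = DMSO only wells and 100% = clavulanate BLA inhibitor control wells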
COUP-TFII inh – blocks human COUP-TFII nuclear receptor | P24468 | HEK293T NGFI-A luciferase reporter, luminescence | inhibition, % at 8.6 µM | 370,000 compounds, 0.7% hits;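 active means inhibition above a per-plate cutoff, mean inhibition of test wells between control levels plus 3 SD, cut at about 38% in these data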;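 further: cells cotransfected with COUP-TFII expression vector driving the NGFI-A reporter; 0% = median of COUP-TF2 test wells and 100% = reporter-only cells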
NCOA3 inh – human NCOA3 inhibition. Q9Y6Q9. HEK293 GAL4-SRC3 luciferase reporter, luminescence. inhibition, % at 3.6 µM. 360,000 compounds, 0.17% hits;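 active means inhibition above a per-campaign cutoff, the mean of all compounds plus 3 SD, cut at about 60% in these data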;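 further: 0% = DMSO-treated cells and 100% = gossypol-treated cells at 36 µM; higher means less SRC3-driven luciferase light from the GAL4 reporter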
SRC1 inh – inhibits human SRC1 coactivator. HEK293 GAL4-SRC1 luciferase reporter, luminescence. 360,000 compounds, 0.12% hits. inhibition, % at 3.6 µM;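 active means inhibition above the campaign mean plus 3 SD, with each screening campaign given its own cutoff, cut at about 60% in these data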;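 further: 0% = DMSO treated cells and 100% = gossypol at 36 µM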
TROY NFkB inh – TROY signaling inhibition; AID 1347056; Q293 LMP1-TROYcd NF-kB luciferase reporter, 4 h; 360,000 compounds, 0.98% hits; inhibition, % at 10 µM;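 active means compounds whose plate-normalised and pattern-corrected inhibition of the luciferase reporter signal at the single screening dose is 50% or more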
NCOA2 inhibitor – inhibits human steroid receptor coactivator 2 | Q15596 | HEK293 GAL4-SRC2 luciferase reporter, luminescence | inhibition, % at 9 µM | 370,000 compounds, 0.17% hits;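 active means inhibition above the mean inhibition of all tested compounds plus 3 SD, set per campaign, cut at about 52% in these data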;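 further: 0% = DMSO treated cells and 100% = cells given Gossypol at 36 µM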
TWEAK Fn14 block – inhibitors of TWEAK-Fn14 interaction signaling; 360,000 compounds, 2% hits; AID 1159606; TWEAK-stimulated Fn14 reporter cells, luciferase luminescence, 8 h; inhibition, % at 10 µM; in the data active means inhibition above about 50%
Exocytosis inh – blocks lytic granule exocytosis | 360,000 compounds, 0.66% hits | inhibition, % at 10 µM | AID 651702 | TALL-104 LAMP-1 surface exposure, flow cytometry; cells stimulated with thapsigargin and PMA;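 active means inhibition above about 55%, limit read from the data; inconclusive means no clear call, values can overlap the other calls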
* hit, by the source's call; ? = inconclusive; · = not tested or not shown.

Results follow in this order: NR5A2 inv ag, NOD2-RIPK2 inh, ABHD5 PLIN5 PPI, TLR9-MyD88 block, COUP-TFII inh, NCOA3 inh, SRC1 inh, TROY NFkB inh, NCOA2 inhibitor, TWEAK Fn14 block, Exocytosis inh
> COc1ccc(CCN2C(=O)CC(NNC(=O)c3ccc(F)cc3)C2=O)cc1OC (stereo not given)
  -6, -11, 7, 6, 11, 11, -9, -5, 0, 0, 8
> CCOc1ccccc1NC(=O)CSC1=C(C#N)C(c2ccco2)C(C(=O)Nc2nc3ccccc3s2)=C(C)N1 (stereo not given)
  6, -14, 9, -5, -7, -3, -22, -7, -4, 44, -3
> COc1cc(CN2CCC(C(=O)NC(C)(C)C)CC2)ccc1OCc1ccccc1
  -2, -6, 4, 6, -22, -15, -12, -29, -36, 1, -2
> CC(C)NC(=O)/C(=C/c1ccco1)c1ccccc1
  4, 10, 20, -16, -3, 12, 10, 7, 19, 5, ?
> COc1ccccc1N1CCN(/N=C\C(Br)=C\c2ccccc2)CC1
  -27, -7, 6, 5, -15, -11, -40, 21, -26, 27, -2
> C/C(=N/NC(=O)c1ccc(Br)o1)C(C)C
  -96, -4, 8, -4, -23, -52, -76, -49, -35, -15, 0
> COc1cccc(OCc2nnc(SC)n2C)c1
  -22, 1, 3, -8, -6, -8, -26, -23, -26, -4, -2
> CCN(CC(=O)Nc1ccc(OC)cc1)C(=O)CN1C(=O)NC(C)(c2ccc3ccccc3c2)C1=O (stereo not given)
  -6, -12, 2, -30, -28, 20, -24, 16, -6, 11, -2
> Cc1ccc(CCN2C(=O)c3ccccc3C2C(=O)NCc2cccnc2)cc1 (stereo not given)
  -4, 8, -3, -6, 14, 13, -11, -6, 12, -7, -2
> CCCCC/C=N/NC(=O)c1[nH]c2ccc([N+](=O)[O-])cc2c1C
  -23, 0, -5, -7, 25, 32, 10, 26, 0, 48, 5
> O=C(NCc1ccncc1)c1ccc(-c2ccc(F)c(F)c2)c2ccoc12
  32, 2, 8, ·, 70*, 8, 22, 23, -1, 28, -3
> Cc1cccc(NC(=S)N/N=C/c2ccc([N+](=O)[O-])s2)c1
  0, 7, -9, 6, -10, -4, 4, -22, 7, -12, 2
> C=CCn1c(SCC(=O)N(CC)C2CCS(=O)(=O)C2)nc2scc(-c3ccccc3)c2c1=O (stereo not given)
  -8, -7, 0, -6, -6, 8, -2, -13, 22, 14, 9
> CCc1nc2c(OCc3ccccc3)cccn2c1N(C)C(C)=O
  -6, -6, 2, ·, -8, 9, 9, -12, 15, 14, -6
> Clc1ccc(OCc2nc(-c3ccccn3)n[nH]2)cc1
  -22, 11, -4, 12, -1, -2, -3, -16, 7, 14, 8
> Cc1ccc(S(=O)(=O)NC(=O)Nc2cc(C)no2)cc1
  -7, 3, 5, -5, -14, -16, -30, -12, 0, 6, -1
> CC(=O)c1cccc(NC(=S)Nc2ccn(Cc3cccc4ccccc34)n2)c1
  9, 0, 2, -8, -16, 26, 3, 15, -14, 27, 10
> Oc1c(Br)cccc1/C=N/Nc1c(F)c(F)c(F)c(F)c1F
  18, -7, 0, -3, 4, 17, 13, 24, -18, 72*, -1
> FC(F)(F)c1ccccc1NC(=S)Nc1cccc(Cl)c1
  3, 1, -10, -2, -4, 0, -1, -2, 17, -2, 1
> COC(=O)c1cc(OC)c(OC)cc1NC(=S)N1CCOCC1
  9, 4, -3, 5, 20, 0, -21, -8, 15, 16, 20
> COc1ccc(-c2cc3ccccc3n2CC(O)Cn2nc(C)cc2C)cc1 (stereo not given)
  10, 7, -3, -10, 2, -2, -19, -10, 6, 5, 3
> CC1(C(=O)NS(=O)(=O)c2ccc(Cl)s2)CCN1C(=O)c1ccc(C2CCCCC2)cc1 (stereo not given)
  5, 2, 10, ·, 6, -11, 8, -1, -7, 27, 4
> COC(=O)c1cccnc1N1CCN(c2ccccc2F)CC1
  -17, -2, 4, -1, 11, 24, 3, -13, -3, -7, -2
> COc1ccc(-c2noc(CCC(=O)N3CCN(c4cccc(F)c4)CC3)n2)cc1
  14, 8, 0, -6, 13, 0, -3, 32, -30, 18, 0
> NC(=O)COc1ccc(C23CC4CC(CC(C4)C2)C3)cc1
  -27, 5, -8, 6, -14, -30, -31, -30, -33, -3, -6
> Cc1ccccc1N=C(N)Nc1ccccc1C
  -14, -4, -1, 0, 3, -1, 4, -11, 5, -1, -1
> CCOc1ccc(NC(=O)c2ccc3c(c2)C(=O)N(Cc2ccncc2)C3=O)cc1
  -35, 2, 8, -8, 0, 13, 2, -1, 6, -8, 10
> COC(=O)[C@@H]1C[C@H]2CC[C@H](O)C[C@H]2N1Cc1ccc(Cl)cc1
  6, -4, -4, -4, 13, -1, -10, 3, 16, -12, -6
> O=C(N=C1SC2CS(=O)(=O)CC2N1c1ccccc1F)C1CCCCC1 (stereo not given)
  5, 2, -5, -3, -3, 15, -20, -9, -22, 12, -10
> O=C(Nc1ccncc1)c1cc(-c2cccc(Br)c2)nc2ccccc12
  19, -12, 9, 3, 2, -7, 3, 23, -21, -16, -2
> Cc1ccc(NC(=O)C(=O)NCCN2CCN(C(=O)C(c3ccccc3)c3ccccc3)CC2)cc1
  10, 3, -4, -6, 3, 18, -7, 24, -22, 10, -1
> Cc1nn(Cc2ccccc2Cl)c(C)c1C(=O)NC1=NCCS1
  6, -5, -5, -7, -9, 1, -4, 7, 7, -2, 2
> CCOc1cc(/C=C2/NC(=O)N(CC(=O)Nc3cccc(C)c3)C2=O)ccc1OC
  19, -8, -6, -4, -18, 1, -8, 16, -13, -18, -8
> Cc1cc(C)n2nc(SCc3nnc(SCc4ccccc4)s3)nc2n1
  18, 3, -2, 2, 1, 4, 4, -13, 15, -14, -1
> O=C(COC(=O)c1ccc(S(=O)(=O)Nc2ccccc2)cc1)NCC1CCCO1 (stereo not given)
  -6, -3, -1, 8, -4, 12, 1, 0, -16, -8, -3
> O=c1cc2c(n[nH]1)-c1ccccc1CC2
  2, -1, 5, 10, -6, 1, 6, 10, 10, 8, -13
> CC(=O)Nc1ccc(C(=O)OCCCOC(=O)c2ccc(NC(C)=O)cc2)cc1
  19, -1, -3, -2, -5, 6, 4, -22, -16, -8, 10
> CCOC(=O)c1cc2cc(CC(=O)c3ccc(OCC)cc3O)ccc2o1
  -19, -2, 0, -5, 2, -10, -4, -38, -39, 11, -1
> CCCn1c(C)c(C(=O)OCC)c(O)c(-c2ccccc2)c1=O
  -1, -6, 8, ·, 19, 17, 14, -45, -19, -18, -3
> COc1ccc(C(=O)Nc2nnc(SCC(=O)NCc3ccco3)s2)c(OC)c1
  -89, -2, 0, 6, -2, -28, -59, 43, -8, 75*, -2
> CCN1CCN(S(=O)(=O)c2ccc(Cl)c(C(=O)N(C)Cc3cccs3)c2)CC1
  9, 6, 5, -7, 10, 17, -4, -6, -20, 10, -3
> O=C(NCc1ccccn1)c1cccc(NS(=O)(=O)c2ccccc2F)c1
  -10, -1, 4, 6, 11, 12, 0, -16, 13, 1, 4
> Cc1ccc2nc(NC(=O)C3CCN(S(=O)(=O)c4cccc5nsnc45)CC3)sc2c1
  10, -8, 5, 9, 7, 15, -18, 42, -1, 92*, 8
> CCC(=O)N1CCN(c2cc3c(cc2F)c(=O)c(C(=O)O)cn3CC)CC1
  -12, -15, -3, -12, 13, 5, 7, -4, -34, 2, -3
> N/C(=N\OC(=O)c1ccc([N+](=O)[O-])cc1Cl)c1ccccn1
  9, -4, 4, 0, -24, -17, -24, 67*, -32, 94*, -2
> C=CCn1cccc(C(=O)Nc2ccc(C)c(Cl)c2)c1=O
  -26, 1, 12, -2, -41, -50, -32, -46, -30, -3, 10
> CCCCN(CC)C(=O)CSc1cc(=O)n(C)c2ccccc12
  -6, -1, 5, -1, -17, 6, 1, -14, -7, -10, -1
> N#Cc1nc(-c2ccc(Cl)cc2)oc1NCC1CCCO1 (stereo not given)
  -22, -3, -7, 9, -16, -12, -45, -30, -17, -14, 0
> O=C(N/N=C/c1c[nH]c2ccccc12)c1[nH]c2ccc(Br)cc2c1-c1ccccc1
  43, -10, 1, -10, -63, 13, -18, 36, 6, 43, 1
> CC(=O)c1c(-c2ccccc2)c2cc([N+](=O)[O-])ccc2[nH]c1=O
  5, 5, -1, 0, -12, 17, -26, 19, 9, 8, 4
> CCn1c(SCC(=O)Nc2ccc(OCc3ccccc3)cc2)nnc1-c1ccco1
  -7, 0, -6, 7, 5, -30, -16, -1, 1, 3, 0
> COC(=O)c1cc(NS(=O)(=O)c2ccc(NCc3cccnc3)c(N)c2)cc(C(=O)OC)c1
  3, -8, 1, 9, 5, 9, -9, 22, 13, 22, -2
> CC(=O)Nc1ccc(S(=O)(=O)N2CCC(C(=O)NCc3cccnc3)CC2)cc1
  1, -12, 2, -6, -25, 5, -30, -8, -34, -7, 7
> Cc1ccc(OCc2ccc(C(=O)NCC3CCCO3)cc2)cc1 (stereo not given)
  -3, -10, -8, -11, -1, -5, -6, 11, -12, 7, 6
> COc1ccc(C(=O)Cn2nnc(-c3ccccc3NC(=O)C3CCCCC3)n2)cc1
  -4, -12, -6, 10, -2, -1, -6, 17, -3, 30, 5
> C=CCn1c(C)nnc1SCC(=O)Nc1ccccc1C(=O)NC1CC1
  -11, 8, -3, 1, -13, 13, -5, -1, 12, -16, 17
> CC1CCCCN1C(=O)CN(C)S(=O)(=O)c1cccc2nsnc12 (stereo not given)
  3, 11, -4, 12, -5, -10, -26, -7, 3, 5, -1
> c1ccc(CN2CCN(CCOCCOc3cccc4ccccc34)CC2)cc1
  8, -3, 12, -8, 5, 14, 13, -11, 25, -1, 0
> CCN(CC(=O)Nc1ccc2c(c1)OCCO2)C(=O)CN1C(=O)NC(C)(c2ccc(C)cc2)C1=O (stereo not given)
  4, -14, -5, -18, 12, 3, 9, 12, -1, 5, -8
> O=S(=O)(Cc1ccccc1)N1CCNCC1
  -2, -13, 16, 2, 8, 19, -14, -18, -26, 7, -7

Remaining list, next part.
Results follow in this order: NR5A2 inv ag, NOD2-RIPK2 inh, ABHD5 PLIN5 PPI, TLR9-MyD88 block, COUP-TFII inh, NCOA3 inh, SRC1 inh, TROY NFkB inh, NCOA2 inhibitor, TWEAK Fn14 block, Exocytosis inh
> Cc1coc2c(C)c3oc(=O)c(CCC(=O)NCCC(=O)O)c(C)c3cc12
  -13, -11, -1, 0, 10, 11, -1, -1, -1, -2, 19
> COc1cc(F)ccc1S(=O)(=O)N1CCN(c2ccccc2)CC1
  -9, 1, -6, -3, -2, -14, 14, 13, -14, -6, -1
> Cn1c(/N=C/c2ccccc2[N+](=O)[O-])nc2ccccc21
  -7, -7, 0, 4, -17, -5, -1, 1, -27, 21, -4
> CC(=O)c1ccc(OCc2cc(C(=O)N(C)Cc3ncc(C)[nH]3)no2)cc1
  1, -5, 6, -12, 7, -2, -21, 3, 14, 6, 1
> COc1ccc(CCNc2ccc(C(=O)O)cc2[N+](=O)[O-])cc1OC
  3, -3, 1, -6, -7, 17, 6, -14, -17, 9, -1
> COc1ccc(Br)c(OC)c1C(=O)NC(=O)Nc1nc(C)cc(C)n1
  -12, 1, -3, -12, -3, 15, -9, 7, 8, 14, -2
> Cc1n[nH]c(=O)c2c(NC(=O)CSc3nnc(-c4ccco4)n3C)oc(C)c12
  -20, 8, 13, -6, -27, 14, 5, -21, -23, 2, 3
> COCCNC(=O)Cc1c(C)c2c(cc(C)c3c(C(C)(C)C)coc32)oc1=O
  1, 1, 8, -7, 4, -16, -4, -35, -44, 2, 15

An excerpt, so the mix of outcomes need not match the whole.
